# Screening data as filed in PubChem.
# Mm-Cpn inhibitor: Inhibitors of TCP-1 ring complex (TRiC) of Methanococcus maripaludis (MmCpn): qHTS | Chaperonin Mm-Cpn (Methanococcus maripaludis) | purified Mm-Cpn ATPase, ADP Transcreener TR-FRET | Potency, µM (highest dose often 76.9 µM), without a hit: at the highest dose activity, negative = inhibition, hits mostly inhibitors | actives 0.031% (n = 330,000); further: potency means the concentration at half of the fitted maximal effect; on the % scale 0 is the no-effect control and ±100 the full control effect; nearly all actives have a fitted effect of over 80% in size
#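 Purified archaeal Mm-CPN (25nM final) preincubated 10 min at 37degC with compound, then 10uM ATP for 30 min at 37degC; ADP measured by HTRF Transcreener TR-FRET; buffer 30 mM TRIS pH 7.4, 100mM KCl, 5mM MgCl2, 1mM DTT.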
# Nrf2 inh: Nrf2 qHTS screen for inhibitors | Potency, µM (series often up to 46 µM), without a hit: at the highest dose activity change, negative = inhibition, most hits filed as inhibitors | actives 2.1% (n = 360,000) | AID 504444, 2011 | A549 ARE-Fluc reporter, luciferase luminescence, 18-24 h; further: potency means the concentration at half of the fitted maximal effect; on the % scale 0 is the no-effect control and ±100 the full control effect; nearly all actives have a fitted effect of over 60% in size
#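 Reporter: ARE-Fluc in A549. Exposure: 18-24 h, 37 °C, 5% CO2, 5% FBS OPTI-MEM. Readouts: fluorescent cytotoxicity (CellTiter-Fluor), then luminescent Nrf2 signal after BugLite.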
# CCT chaperon mod: High-Throughput Screening for Modulators of Cytosolic Chaperonin Activity; purified chaperonin ATPase assay, HTRF ADP detection, 30 min; activity change, % (test concentration not listed), hits read low; actives 0.3% (n = 360,000); AID 651819, 2012; in the data active means activity change below about -30%; further: on the % scale 0 is the no-effect control and ±100 the full control effect
#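 We incubate TRiC, 40 or 20 nM final, with library compounds at 76 uM and 10 uM ATP for 30 min at 37 °C. ADP formed is detected with Transcreener HTRF reagents after 30 min at room temperature.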
# A549 tox: Nrf2 qHTS screen for inhibitors: counterscreen for cytotoxicity | Potency, µM (series often up to 46 µM), for inactives: at the highest dose activity change, negative = cytotoxicity, most hits filed as inhibitors | actives 0.16% (n = 390,000) | A549 ARE-Fluc cells, CellTiter-Fluor viability, 18-24 h; further: potency means the concentration at half of the fitted maximal effect; on the % scale 0 is the no-effect control and ±100 the full control effect
#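 A549 ARE_Fluc cells in 5% FBS OPTI-MEM were exposed to compounds in concentration-response for 18-24 h at 37 deg C. Viability was read by CellTiter-Fluor fluorescence (Ex 405/Em 525) after 30 min, before the luciferase read.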
# EPAC2 antagonist: qHTS for Antagonist of cAMP-regulated guanine nucleotide exchange factor 2 (EPAC2): primary screen. Rap guanine nucleotide exchange factor 4 (Homo sapiens), Q8WZA2. EPAC2 GEF exchange of Rap1B-BODIPY-GDP, fluorescence. Potency, µM (series often up to 114 µM), inactives show top-dose activity, negative = inhibition, most hits filed as inhibitors. actives 0.18% (n = 360,000). AID 720708, 2013; further: potency means the concentration at half of the fitted maximal effect; on the % scale 0 is the no-effect control and ±100 the full control effect; nearly all actives have a fitted effect of over 45% in size; many of its hits are not listed in these tables
# Target sequence (Q8WZA2 whole entry, looked up): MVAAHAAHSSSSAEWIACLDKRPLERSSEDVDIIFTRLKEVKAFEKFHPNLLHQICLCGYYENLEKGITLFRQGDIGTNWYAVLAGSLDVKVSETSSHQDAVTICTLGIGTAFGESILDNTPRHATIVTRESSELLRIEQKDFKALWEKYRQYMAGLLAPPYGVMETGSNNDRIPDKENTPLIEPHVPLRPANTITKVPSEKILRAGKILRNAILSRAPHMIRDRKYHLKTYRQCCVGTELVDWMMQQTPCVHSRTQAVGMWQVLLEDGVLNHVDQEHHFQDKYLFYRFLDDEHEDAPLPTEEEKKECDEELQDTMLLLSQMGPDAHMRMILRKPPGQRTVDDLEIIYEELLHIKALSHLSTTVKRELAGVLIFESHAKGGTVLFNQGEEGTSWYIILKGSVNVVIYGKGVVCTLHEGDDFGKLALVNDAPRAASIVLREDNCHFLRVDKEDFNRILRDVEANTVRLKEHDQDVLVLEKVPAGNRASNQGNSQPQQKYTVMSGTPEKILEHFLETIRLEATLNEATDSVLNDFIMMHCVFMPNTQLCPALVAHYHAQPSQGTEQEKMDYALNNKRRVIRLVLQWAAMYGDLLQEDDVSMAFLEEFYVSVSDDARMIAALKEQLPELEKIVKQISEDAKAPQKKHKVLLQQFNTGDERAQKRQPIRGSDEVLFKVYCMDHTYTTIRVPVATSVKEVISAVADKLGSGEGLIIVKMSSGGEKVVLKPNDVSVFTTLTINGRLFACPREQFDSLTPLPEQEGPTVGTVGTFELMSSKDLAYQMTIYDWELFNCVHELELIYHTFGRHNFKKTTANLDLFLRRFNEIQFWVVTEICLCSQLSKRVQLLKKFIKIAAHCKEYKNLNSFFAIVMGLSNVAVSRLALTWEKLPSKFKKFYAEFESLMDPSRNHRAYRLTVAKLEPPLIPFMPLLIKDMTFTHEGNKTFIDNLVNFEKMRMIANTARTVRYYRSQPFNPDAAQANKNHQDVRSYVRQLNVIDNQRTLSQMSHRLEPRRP
# EPAC2 agonist: qHTS for Agonist of cAMP-regulated guanine nucleotide exchange factor 4 (EPAC2): primary screen; EPAC2 activation, biochemical qHTS; response scale: 100% = 6.5 mM cAMP response; Potency, µM (titrated, usually from 154 µM), for the others: top-dose activation, most hits filed as activators; actives 0.079% (n = 360,000); further: potency means the concentration at half of the fitted maximal effect; nearly all actives have a fitted effect of over 50% in size
#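 Setup: EPAC2 100 nM, labeled Rap1B complex 250 nM, free GDP 50 uM. Compound titrations pinned in, brief spin, 5 min room temperature incubation. Kinetic fluorescence read over 30 min, normalized to 6.5 mM cAMP.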
# Akt phos inh: HTS Assay for Inhibitors of Akt Phophorylation: Primary Screen. Neuro2A IGF-stimulated pAkt S473 HTRF, 20 min; active compounds read low. activity change, % for hits at 50 µM. actives 0.32% (n = 360,000). AID 651550, 2012; in the data active means activity change below about -80%; inconclusive means mostly about -51% to -80%; further: on the % scale 0 is the no-effect control and ±100 the full control effect
#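 Single-point screen (50 µM final compound) in Neuro2A cells stimulated 20 min with 6 nM IGF at 37 deg C. After lysis, Ser473-phosphorylated Akt read by HTRF (ex 330 nm, em 615/665 nm) as the 665/615 ratio.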
# TGFb inhibitor: qHTS for Inhibitors of TGF-b. Potency, µM (series often up to 46.1 µM), inactives show top-dose activity, negative = inhibition, usual class: inhibitors. actives 1.2% (n = 410,000). HepG2 CAGA-GFP TGF-b/SMAD3 reporter, GFP fluorescence, 18 h; TGF-beta stimulated, 500 pg/mL final; further: potency means the concentration at half of the fitted maximal effect; on the % scale 0 is the no-effect control and ±100 the full control effect; nearly all actives have a fitted effect of over 65% in size
#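 HEPG2 CAGA-GFP, 1000 cells/well; 2 h settle, 37 C; cpd via pin tool; TGF-b 500 pg/mL final; 18 h, 37 C; GFP imaging ex488/em500-530; %Activity normalised to -TGF-b and +DMSO controls; CRC fit, curve class.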
# Nrf2 ARE act: qHTS of Nrf2 Activators. AREc32 ARE-luciferase reporter (MCF7-derived line), luminescence, 24 h. Potency, µM (highest dose often 46.1 µM), inactives show top-dose activation, usual class: activators. actives 0.31% (n = 410,000). AID 624171, 2012; further: potency means the concentration at half of the fitted maximal effect; % of control where 0% means no effect; nearly all actives have a fitted effect of over 65% in size
#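 ARE-driven firefly luciferase activity in AREc32 cells measured after a 24 hr compound exposure at 37 deg C, using Steady-Glo reagent and a 30 min room-temperature hold.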
# * marks the source's active call; other numbers are inactive results; i = inactive; ? = inconclusive; . = not tested or not shown; [ ] = dose if it differs, or a comment. Unless noted, the call rests on the fitted dose curve; in most records, active means well fitted curve in the direction sought with a large enough effect; inconclusive means small, poorly fitted or top-dose-only effect, or another doubt; inactive means no such curve, though single readings can be large; an effect the other way counts as inactive or inconclusive.
SMILES,Mm-Cpn inhibitor,Nrf2 inh,CCT chaperon mod,A549 tox,EPAC2 antagonist,EPAC2 agonist,Akt phos inh,TGFb inhibitor,Nrf2 ARE act
COc1cc(C(=O)N2CC(=O)Nc3ccccc32)cc(OC)c1OC,.,.,1.1,.,-1%,3%,i,-14%,-3.4%
CC(=O)N1CCN(C(=O)C2(NC(=O)Nc3ccc(C)cc3)CCCCC2)CC1,1%,?,2.1,4%,9%,3%,i,20%,0.0%
Cc1cc(C(F)(F)F)n2ncc(-c3ccc(F)cc3)c2n1,1%,-1%,-2.2,-6%,-4%,-1%,i,0%,-0.4%
CCOC(=O)N1CCC(c2cc(=O)n3[nH]cc(C(=O)OC)c3n2)CC1,1%,-7%,-2.2,0%,12%,5%,i,-1%,-1.1%
CCOC(=O)N1CCN(C(=O)C2CCN(S(=O)(=O)N(CC)CC)CC2)CC1,2%,?,-0.8,2%,5%,7%,i,-1%,-0.3%
O=C(C(=NNc1ccccc1)C(=S)Nc1ccccc1)c1ccccc1,.,.,-0.4,.,-10%,5%,i,-18%,-1.2%
COC(=O)CCC(=O)N1CCCC(N2CCN(c3ccc(OC)cc3)CC2)C1 (centres undefined),2%,-4%,0.2,3%,-13%,2%,i,11%,0.5%
CCNS(=O)(=O)c1ccc(NC(=O)c2ccccc2)cc1,0%,-3%,0.7,7%,19%,10%,i,27%,3.4%
CC(=O)[C@@H]1[C@@H](C(=O)c2ccccc2)[C@]2(C(=O)Nc3ccccc32)[C@H]2C=Cc3cc(F)ccc3N12,1%,8%,-1.8,0%,0%,6%,i,1%,25%
COc1ccc(NC(=O)c2cc3cc(OC)ccc3oc2=N)cc1,-1%,-18%,-1.0,-8%,-1%,4%,i,34%[activator],2.3%
CC[n+]1c(/C=C2/C=C(C)CC(C)(C)C2)sc2ccc(OC)cc21,2%,?,-0.5,?,6%,5%,i,?,8.9%
Cc1cc2oc(C(=O)Nc3ccc(S(N)(=O)=O)cc3)c(C)c2cc1Cl,-6%,10%,-9.5,-1%,-8%,-2%,i,9%,2.5%[9.22 µM]
Cc1ccc2oc(-c3cccc(N)c3)nc2c1,-2%,?,-0.3,0%,-8%,-5%,i,2%,6.0%
CCOC(=O)c1nnn(-c2nonc2N)c1-c1ccc(F)cc1,0%,-7%,1.1,13%,5%,-5%,i,0%,0.0%
COc1cc(C(=O)NC(=S)Nc2ccc(Cl)c(C(=O)O)c2)cc(OC)c1OC,1%,12%,0.1,-3%,2%,0%,i,3%,0.2%
CCCSc1nsc(NC(=O)C(c2ccccc2)c2ccccc2)n1,-2%,?,0.0,?,-5%,18%,i,18µM*,2.1%
COc1ccccc1OCc1nnc(SCC(=O)Nc2ccc(C)cc2)n1C,-2%,15%,-1.1,1%,0%,-6%,i,-24%,3.6%
CC(C)C(=O)Nc1ccc2c3c(cccc13)CC2,-2%,10%,0.7,-6%,5%,-4%,i,?,0.3%
CCOC(=O)CSC1=NC(=O)/C(=C/c2ccc(OC)cc2)S1,2%,6%,-3.3,?,2%,11%,i,?,9.5%
c1ccc(-c2nc3ccccn3c2NCc2ccc3c(c2)OCO3)cc1,-2%,11%,0.1,-6%,-2%,7%,i,-1%,0.2%
Cc1cc(NS(=O)(=O)c2ccc(NC(=S)NC(=O)c3ccccc3)cc2)no1,-3%,-35%,0.9,0%,-2%,7%,i,-2%,0.2%
CC(Sc1nnc(C2CC2)n1-c1ccccc1)C(=O)N1CCCC1 (centres undefined),?,6%,1.6,-14%,19%,6%,i,-4%,-0.5%
CCOc1ccc(NC(=O)Cc2coc3ccc(C)cc23)cc1,.,6%,.,8%,.,.,.,-4%,3.0%
COc1ccc2[nH]c3c(c2c1)CCN1C(=O)C(CC(=O)NCc2ccc(OC)c(OC)c2)C[C@H](C(=O)N2CCCCC2)[C@@]31CCc1ccccc1 (some centres undefined),-1%,?,-1.7,-10%,10%,3%,i,?,1.0%
Cc1oc2ccc(O)c(CN3CCCCC3)c2c1C(=O)Nc1cccc(C(F)(F)F)c1,.,5%,.,-1%,.,.,.,?,0.6%

# Part of the list above in order of SMILES length, descending:
SMILES,Mm-Cpn inhibitor,Nrf2 inh,CCT chaperon mod,A549 tox,EPAC2 antagonist,EPAC2 agonist,Akt phos inh,TGFb inhibitor,Nrf2 ARE act
COc1cc(C(=O)NC(=S)Nc2ccc(Cl)c(C(=O)O)c2)cc(OC)c1OC,1%,12%,0.1,-3%,2%,0%,i,3%,0.2%
Cc1cc2oc(C(=O)Nc3ccc(S(N)(=O)=O)cc3)c(C)c2cc1Cl,-6%,10%,-9.5,-1%,-8%,-2%,i,9%,2.5%[9.22 µM]
O=C(C(=NNc1ccccc1)C(=S)Nc1ccccc1)c1ccccc1,.,.,-0.4,.,-10%,5%,i,-18%,-1.2%
CCOC(=O)CSC1=NC(=O)/C(=C/c2ccc(OC)cc2)S1,2%,6%,-3.3,?,2%,11%,i,?,9.5%
COc1ccc(NC(=O)c2cc3cc(OC)ccc3oc2=N)cc1,-1%,-18%,-1.0,-8%,-1%,4%,i,34%[activator],2.3%
CCOc1ccc(NC(=O)Cc2coc3ccc(C)cc23)cc1,.,6%,.,8%,.,.,.,-4%,3.0%

# (continued)
SMILES,Mm-Cpn inhibitor,Nrf2 inh,CCT chaperon mod,A549 tox,EPAC2 antagonist,EPAC2 agonist,Akt phos inh,TGFb inhibitor,Nrf2 ARE act
COc1ccc(S(=O)(=O)n2cnc3cc(C)c(C)cc32)cc1C,-3%,?,-0.3,-12%,-4%,20%,i,-9%,0.1%
Cc1cc2oc(=O)cc(CN3CCCCC3C)c2c(C)c1Cl (centres undefined),1%,5%,-0.6,-6%,-3%,-5%,i,?,-0.1%
CC(C)c1ccc(C2CC(=O)N3CN(C)CSC3=C2C#N)cc1 (centres undefined),-1%,-15%,-1.8,4%,-30%,3%,i,-12%,2.4%
Cc1nn(CC(=O)NCCN2CCOCC2)c(C)c1[N+](=O)[O-],0%,?,0.4,-2%,16%,8%,i,0%,0.1%
CCOc1ccccc1NC(=O)c1ccc2c(c1)C(=O)N(CC)C2=O,-1%,1%,-2.3,-1%,-5%,-1%,i,11%,3.1%
CCCCOC(=O)Nc1nc2ccccc2s1,-1%,.,-1.9,-1%,16%,5%,i,1%,4.3%
CCc1sc(N(C(=O)Cc2ccccc2)c2ccc(F)cc2)nc1-c1ccccc1,0%,0%,1.0,-1%,-8%,0%[15.6 µM],.,3%,0.0%
O=C(CCn1ccc2cc(S(=O)(=O)N3CCCC3)ccc21)NCc1ccccc1Cl,.,-13%,.,7%,.,.,.,-9%,2.7%
CC(=O)c1sc(NC(=O)c2ccccc2F)nc1-c1ccccc1,?,?,-1.9,-1%,-3%,17%,i,-13%,27%
CC(C)C[C@@H]1COc2cc(N3CCSCC3)ccc2S(=O)(=O)N1,.,.,0.8,.,5%,13%,i,.,-0.3%
Cc1cc2c(nn1)CCc1c-2no[n+]1[O-],0%,-7%,-0.7,-2%,3%,7%,i,-25%,28%
Cc1cccc(OCC(=O)NC2CCCc3ccccc32)c1C (centres undefined),1%,?,1.3,-10%,-19%[57.1 µM],2%,i,?,-0.7%
CCC(=O)NCCc1nc2cc(NC(=O)c3ccc(Cl)cc3)ccc2n1C,0%,?,-1.0,7%,-5%,3%,i,-4%,-0.3%
CC1(C)CC(=O)C2=C(C1)Nc1nc(SCCN3CCOCC3)[nH]c(=O)c1C2c1cccs1 (centres undefined),-1%,.,-0.3,2%,4%,9%,i,17%,-0.5%
CS(=O)(=O)N(CC(=O)Nc1ccccc1Sc1ccccc1)c1ccc(F)cc1,1%,?,-8.3,-2%,-11%,21%,i,-9%,2.7%
O=C(Cn1c(=O)n(CCc2ccccc2)c(=O)c2c3c(sc21)CCCC3)Nc1ccc(F)c(F)c1,.,-10%,.,2%,.,.,.,0%,-0.6%
O=C(Nc1ccc(OC(F)F)c(Cl)c1)Nc1ccc2c(c1)OCO2,0%,?,3.0,-25%,7%,-6%,i,?,-0.5%
COc1cc(/C=N/NC(=O)C(=O)N2CCCCCC2)ccc1O,?,2%,-7.5,0%,13%,8%,i,8%,-0.4%
CCOC(=O)c1sc2ncn(CC(=O)Nc3cc(C)on3)c(=O)c2c1C,-2%,5%,-0.7,0%,5%,5%,i,-12%,-0.8%
OC1(CC#CCN2CCCCC2)c2ccccc2-c2ccccc21,2%,0%,-0.9,-7%,-9%,3%,i,-8%,0.5%
O=C(NCCc1c[nH]c2ccccc12)C(=O)NCC(c1ccco1)N1CCN(c2ccccc2)CC1 (centres undefined),1%,-21%,-2.1,-20%,-5%,-19%,i,13%,-0.7%
CCOc1ccc2nc(NC(=O)C(CC)Sc3nc(C)cc(=O)[nH]3)sc2c1 (centres undefined),-1%,2%,-1.5,2%,-14%,11%,i,6%,0.7%
COc1cc(CCC(=O)Nc2sccc2C#N)cc(OC)c1OC,-1%,-29%,-1.9,8%,-6%,6%,i,22%,2.2%
CC(=O)Nc1ccc(S(=O)(=O)NCC2CC3CCC2C3)cc1 (centres undefined),.,?,0.3,0%,-5%,0%,i,-11%,2.4%

# Not all compounds are listed; rates above refer to the full screens.
